Screens from PubChem.
GLP1R cytotox: cytotoxicity counter-screen for GLP-1 receptor inverse agonists | Potency, µM (doses to about 38.3 µM), without a hit: at the highest dose activity change, negative = inhibition, actives largely listed as inhibitors | 410,000 tested, 0.13% active | HEK293 cAMP-luciferase reporter cells, luminescence, 24 h;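 also: loss of luciferase light is scored as toxicity; potency is read from the fitted curve at half-maximal effect; % is scaled to controls: 0 for no effect and ±100 for the full control effect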
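To flag toxic compounds, the library was rerun on cells for 24 hr at 37 deg C and 5% CO2. Viability-linked luminescence was captured 12 min after adding luciferase detection reagent.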
PTHR1 agonist: PTHR1 (human) receptor agonism; Q03431; HEK293 GP2 PTHR1 cells, GloSensor cAMP luminescence, 1 h; Potency, µM (highest dose often 115 µM), without a hit: at the top dose activation, usual class: activators; 410,000 tested, 0.075% active; AID 743266; also: potency is read from the fitted curve at half-maximal effect; nearly all actives have a fitted effect of over 55% in size; some results filed as inactive show a strong effect at the top dose; inactives centre near -15; many of its hits are not listed in these tables
Target sequence (Q03431 whole entry, looked up): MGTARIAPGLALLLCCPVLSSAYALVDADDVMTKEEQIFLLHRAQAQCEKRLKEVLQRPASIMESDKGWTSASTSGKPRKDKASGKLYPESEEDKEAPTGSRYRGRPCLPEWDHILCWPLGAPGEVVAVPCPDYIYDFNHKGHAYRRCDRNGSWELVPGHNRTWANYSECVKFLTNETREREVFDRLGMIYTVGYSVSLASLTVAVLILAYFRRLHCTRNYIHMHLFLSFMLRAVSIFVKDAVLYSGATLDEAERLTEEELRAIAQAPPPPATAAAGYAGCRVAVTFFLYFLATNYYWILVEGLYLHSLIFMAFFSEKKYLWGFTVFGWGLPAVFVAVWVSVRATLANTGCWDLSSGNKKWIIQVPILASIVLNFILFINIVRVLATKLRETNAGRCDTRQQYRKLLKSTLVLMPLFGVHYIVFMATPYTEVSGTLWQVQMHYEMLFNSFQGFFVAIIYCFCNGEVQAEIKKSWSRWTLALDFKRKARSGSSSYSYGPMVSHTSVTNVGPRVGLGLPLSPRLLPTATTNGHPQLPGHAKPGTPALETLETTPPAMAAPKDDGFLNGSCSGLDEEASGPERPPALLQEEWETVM
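HEK-293-derived GP2 cells expressing PTHR1 and a GloSensor cAMP reporter, 3,000/well, plated overnight, given luciferin plus IBMX (each 0.5 mM as added) for 1 h at 37 °C, then compound for 1 h at 37 °C. Luminescence was read after 15 min at room temperature.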
DRD3 antagonist: antagonists of human D3 dopamine receptor | P35462 | D3R cells, DiscoveRx beta-arrestin luminescence, antagonist mode; active compounds read low | max response, negative = inhibition, % | 360,000 tested, 2.5% active | AID 652054; in the data active = max response below about -50%; inconclusive = no clear call, values can overlap the other calls; also: % is scaled to controls: 0 for no effect and ±100 for the full control effect; mostly tested at two doses, the higher about 12 µM
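Cells plated overnight at 1500 cells/well, then exposed to library compounds with dopamine controls for 90 minutes at 37 degrees C. DiscoveRx reagent added for 30–60 minutes at room temperature; luminescence read, quantitative HTS format.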
GLP-1R inv ag: inverse agonists of human GLP-1 receptor. HEK293 GLP-1R CRE-luciferase, luminescence, 24 h; GLP-1R form is constitutively active. Potency, µM (highest dose often 38.3 µM), for the others: at the top dose activity change, negative = inhibition, hits mostly inhibitors. 410,000 tested, 1.6% active; also: potency is read from the fitted curve at half-maximal effect; % is scaled to controls: 0 for no effect and ±100 for the full control effect; nearly all actives have a fitted effect of over 55% in size
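Cells are plated, allowed 12 hours at 37 deg C, then treated with compounds for 24 hr before luciferase detection reagent is added and luminescence is read after 12 min at room temperature. The HEK293 line carries constitutively active GLP-1R with a cAMP-responsive reporter.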
TDP43 rescue: TDP-43 toxicity inhibition in yeast; AID 652104; 410,000 tested, 1.8% active; Potency, µM (series often up to 46.1 µM), for inactives: at the highest dose growth rescue (activation), usual class: activators; TDP-43 expressing yeast growth rescue, BacTiter-Glo, 24 h; also: potency is read from the fitted curve at half-maximal effect; % of control where 0% means no effect; nearly all actives have a fitted effect of over 50% in size
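Yeast cells expressing TDP-43 under galactose induction are exposed to compounds for 24 hr at 30 deg C. BacTiter-Glo luminescence measures growth, so protective compounds score as activators.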
DRD3 agonist: agonists of human D3 dopamine receptor; AID 652048; 410,000 tested, 0.58% active; max activation, %; D3R DiscoveRx beta-arrestin cells, luminescence, 90 min; in the data active = max activation above about 30%; also: 0% is about no effect; mostly tested at two doses, the higher about 12 µM
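Agonist mode: compounds and dopamine controls were applied to plated cells for 90 min at 37 degrees C after an overnight attachment at 1500 cells/well. Luminescent read-out followed 30 - 60 minutes at room temperature with DiscoveRx detection reagent.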
aSyn rescue: inhibitors of alpha-synuclein toxicity in yeast; Yeast expressing alpha-synuclein, growth rescue, BacTiter-Glo, 24 h; Potency, µM (doses to about 46.1 µM), for inactives: top-dose growth rescue (activation), most hits filed as activators; 370,000 tested, 0.14% active; AID 652106; also: potency is read from the fitted curve at half-maximal effect; % of control where 0% means no effect; nearly all actives have a fitted effect of over 65% in size
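Rescue of yeast growth: cells expressing toxic alpha-synuclein, induced in galactose at OD600 0.02, incubated with compound 24 h at 30 C. ATP luminescence quantified growth; inhibitors of toxicity appear as activators.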
KB-V1 MDR tox: kills drug-selected multidrug resistant KB-V1 cells; KB-V1 MDR cells viability, CellTiter-Glo, 72 h; Potency, µM (titrated, usually from 46.1 µM), for inactives: at the highest dose activity change, negative = cytotoxicity, hits mostly cytotoxic; 400,000 tested, 3.4% active; also: potency is read from the fitted curve at half-maximal effect; % is scaled to controls: 0 for no effect and ±100 for the full control effect; nearly all actives have a fitted effect of over 60% in size
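Cells of the MDR subline KB-V1 are plated, dosed with compound at multiple concentrations, and incubated 72 h at 37 degrees C; CellTiter-Glo is then added and luminescence read after 10 min.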
GLP-1R agonist: activates the human GLP-1 receptor; P43220; HEK293 GLP-1R CRE-luciferase, luminescence, 4-6 h; cells express a hypersensitive GLP-1R form; Potency, µM (doses to about 45.6 µM), for inactives: at the top dose activation, actives largely listed as activators; 380,000 tested, 0.007% active; also: potency is read from the fitted curve at half-maximal effect; % of control where 0% means no effect
The depositor's hits bear a star; i = inactive; ? = inconclusive; . = not tested or not shown; [ ] = remark or other dose. Unless noted, calls follow the shape of the dose curve; as a rule, active = well fitted curve in the direction sought with a large enough effect; inconclusive = small, poorly fitted or top-dose-only effect, or another doubt; inactive = no such curve, though single readings can be large; an effect the other way counts as inactive or inconclusive.

| item | Structure | GLP1R cytotox | PTHR1 agonist | DRD3 antagonist | GLP-1R inv ag | TDP43 rescue |
| --- | --- | --- | --- | --- | --- | --- |
| 1 | Cc1cccc(-c2nnc3n2N=C(c2ccc(Br)cc2)CS3)c1 | -6% | i | 4 | 0% | 14% |
| 2 | CCn1ccc2c(OCC(=O)Nc3ccc(OC)cc3OC)cccc2c1=O | 8% | -94%[inhibitor] | . | 21% | 29% |
| 3 | CCc1cccc(NS(=O)(=O)c2ccc3c(c2)n(C)c(=O)n3C)c1 | 8% | -32%[inhibitor] | 1 | 6% | ? |
| 4 | Cc1cc(C)nc(NC(=S)Nc2ccc(F)cc2F)c1 | ? | -21% | 7 | -4% | 5% |
| 5 | O=C(Nc1ccccc1C1CC1)c1cccs1 | 7% | -12%[57.5 µM] | -18 | -9% | -3% |
| 6 | Nc1ccc(-c2nc3cc(N)ccc3n2CCO)cc1 | -1% | -18% | -25 | 8% | -4% |
| 7 | CN1C(=O)C(O)(CC(=O)c2ccccn2)c2cc(Br)ccc21 (stereo not given) | ? | i | -27 | ? | -10% |
| 8 | C[C@@H]1O[C@@H](OC[C@H]2O[C@@H](Oc3cc(O)c4c(=O)cc(-c5ccc(O)c(O)c5)oc4c3)[C@H](O)[C@@H](O)[C@@H]2O)[C@H](O)[C@H](O)[C@H]1O | -7% | i | -11 | 5% | 7% |

| item | DRD3 agonist | aSyn rescue | KB-V1 MDR tox | GLP-1R agonist |
| --- | --- | --- | --- | --- |
| 1 | 1 | . | 0% | 0% |
| 2 | 9 | . | 0% | . |
| 3 | 13 | -2% | -30% | 6% |
| 4 | 7 | 5% | 6% | 5% |
| 5 | -3 | -6% | 22% | 10% |
| 6 | -6 | -1% | ? | -7% |
| 7 | -5 | 0% | 7.3µM* | -7% |
| 8 | 21 | -5% | -5% | -1% |

Along the list, from the results shown:
Nos. 2 to 8 in GLP-1R agonist: ., 6%, 5%, 10%, -7%, -7%, -1%

Single records (already shown). Values in the order: GLP1R cytotox, PTHR1 agonist, DRD3 antagonist, GLP-1R inv ag, TDP43 rescue, DRD3 agonist, aSyn rescue, KB-V1 MDR tox, GLP-1R agonist
`CN1C(=O)C(O)(CC(=O)c2ccccn2)c2cc(Br)ccc21` (stereo not given) as listed: ?, i, -27, ?, -10%, -5, 0%, 7.3µM*, -7%
`O=C(Nc1ccccc1C1CC1)c1cccs1` as listed: 7%, -12%[57.5 µM], -18, -9%, -3%, -3, -6%, 22%, 10%
`Nc1ccc(-c2nc3cc(N)ccc3n2CCO)cc1` as listed: -1%, -18%, -25, 8%, -4%, -6, -1%, ?, -7%
`CCc1cccc(NS(=O)(=O)c2ccc3c(c2)n(C)c(=O)n3C)c1` as listed: 8%, -32%[inhibitor], 1, 6%, ?, 13, -2%, -30%, 6%
`CCn1ccc2c(OCC(=O)Nc3ccc(OC)cc3OC)cccc2c1=O` as listed: 8%, -94%[inhibitor], ., 21%, 29%, 9, ., 0%, .

Next part
| item | Structure | GLP1R cytotox | PTHR1 agonist | DRD3 antagonist | GLP-1R inv ag | TDP43 rescue |
| --- | --- | --- | --- | --- | --- | --- |
| 9 | Clc1ccc(-c2nc3ccccn3c2Nc2ccc3c(c2)OCCO3)s1 | -4% | -9% | . | -62% | 2% |
| 10 | Cc1ccc2nc(C)cc(Nc3ccc([N+](=O)[O-])cc3)c2c1 | ? | -11% | ? | 45%[activator] | 0% |
| 11 | COc1ccc(/C=N/NC(=O)c2ccoc2C)cc1COc1c(C)cccc1C | -23% | -10%[57.5 µM] | 9 | ? | ? |
| 12 | Cc1ccc(Cn2c(C(=O)O)c(CNCc3ccccc3Cl)c3ccc(C)cc32)cc1 | -2% | -24% | . | 12% | 11% |
| 13 | COc1ccc(C(=O)N=C2SC3CS(=O)(=O)CC3N2c2ccccc2)cc1OC (stereo not given) | 16% | -4% | -9 | 21% | 0% |
| 14 | COc1ccccc1NC(=O)Cn1c(=O)n(-c2cccc(Cl)c2)c(=O)c2c1c1cc(C)ccc1n2C | 15% | -6% | . | 11% | 20% |
| 15 | CC(C)CCCC(C)NC(=O)c1cc(S(=O)(=O)N2CCCCC2)ccc1N1CCOCC1 (stereo not given) | -10% | -39%[inhibitor] | -25 | ? | -10% |
| 16 | CSc1nc(NC(C)C)nc(N2CCOCC2)n1 | 89%[activator] | i | -3 | 87%[activator] | 8% |

| item | DRD3 agonist | aSyn rescue | KB-V1 MDR tox | GLP-1R agonist |
| --- | --- | --- | --- | --- |
| 9 | -3 | . | -10% | . |
| 10 | 3 | -4% | -24% | 1% |
| 11 | 8 | -29% | ? | -5% |
| 12 | 0 | . | 7% | -1% |
| 13 | -1 | -7% | 17% | 0% |
| 14 | -1 | . | 2% | . |
| 15 | -11 | -5% | -16% | 2% |
| 16 | -7 | 0% | -2% | 7% |

Other structures:
| item | Structure | GLP1R cytotox | PTHR1 agonist | DRD3 antagonist | GLP-1R inv ag | TDP43 rescue |
| --- | --- | --- | --- | --- | --- | --- |
| 17 | O=S(=O)(NCCN1CCOCC1)c1cc(Cl)c(Cl)cc1Cl | 1% | 5% | 3 | -5% | 13% |
| 18 | CC1(C(=O)O)CCC(C(=O)Nc2ccc3ccccc3c2)C1(C)C (stereo not given) | 10% | 0% | 21 | 5% | 0% |
| 19 | Cc1cc(NC(=O)CSc2nnc(NCc3ccco3)s2)no1 | 0% | -5% | 6 | 16% | 16% |
| 20 | O=[N+]([O-])c1ccccc1/C=N/n1c(COc2ccccc2)n[nH]c1=S | -18% | -8% | 6 | 1% | ? |
| 21 | COc1ccc(C(CNC(=O)c2cc(S(=O)(=O)Nc3cccc(C)c3)ccc2C)N2CCCC2)cc1 (stereo not given) | ? | -20% | -26 | ? | -6% |
| 22 | C=CCNc1nc(N)c([N+](=O)[O-])c(NCc2ccccc2)n1 | -2% | i | 11 | 208%[activator] | 9% |

| item | DRD3 agonist | aSyn rescue | KB-V1 MDR tox | GLP-1R agonist |
| --- | --- | --- | --- | --- |
| 17 | 1 | 0% | ? | 5% |
| 18 | 3 | 9% | 3% | -8% |
| 19 | 9 | -6% | 0% | 14% |
| 20 | -1 | 6% | ? | -2% |
| 21 | -27 | -12% | 1% | 3% |
| 22 | 16 | 5% | 5% | ? |

Some of these compounds in order of heavy-atom count, lowest first.
| item | Structure | GLP1R cytotox | PTHR1 agonist | DRD3 antagonist | GLP-1R inv ag | TDP43 rescue |
| --- | --- | --- | --- | --- | --- | --- |
| 17 | O=S(=O)(NCCN1CCOCC1)c1cc(Cl)c(Cl)cc1Cl | 1% | 5% | 3 | -5% | 13% |
| 22 | C=CCNc1nc(N)c([N+](=O)[O-])c(NCc2ccccc2)n1 | -2% | i | 11 | 208%[activator] | 9% |
| 19 | Cc1cc(NC(=O)CSc2nnc(NCc3ccco3)s2)no1 | 0% | -5% | 6 | 16% | 16% |

| item | DRD3 agonist | aSyn rescue | KB-V1 MDR tox | GLP-1R agonist |
| --- | --- | --- | --- | --- |
| 17 | 1 | 0% | ? | 5% |
| 22 | 16 | 5% | 5% | ? |
| 19 | 9 | -6% | 0% | 14% |

A portion of the library; rates above refer to the full screens.
